Screening data deposited in PubChem BioAssay by National Center for Advancing Translational Sciences (NCATS).
EPAC1 antag: EPAC1 (human) antagonism; O95398; EPAC1 GEF assay, Rap1b-BODIPY-GDP exchange fluorescence; Potency, µM (series often up to 115 µM), for inactives: top-dose activity change, negative = inhibition, actives largely listed as inhibitors; 0.14% of 360,000 active; AID 720709;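 further: potency means the concentration at half of the fitted maximal effect; plate controls were vehicle for no effect and positive control for full effect; nearly all actives have a fitted effect of over 50% in size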
Target sequence (O95398 whole entry, looked up): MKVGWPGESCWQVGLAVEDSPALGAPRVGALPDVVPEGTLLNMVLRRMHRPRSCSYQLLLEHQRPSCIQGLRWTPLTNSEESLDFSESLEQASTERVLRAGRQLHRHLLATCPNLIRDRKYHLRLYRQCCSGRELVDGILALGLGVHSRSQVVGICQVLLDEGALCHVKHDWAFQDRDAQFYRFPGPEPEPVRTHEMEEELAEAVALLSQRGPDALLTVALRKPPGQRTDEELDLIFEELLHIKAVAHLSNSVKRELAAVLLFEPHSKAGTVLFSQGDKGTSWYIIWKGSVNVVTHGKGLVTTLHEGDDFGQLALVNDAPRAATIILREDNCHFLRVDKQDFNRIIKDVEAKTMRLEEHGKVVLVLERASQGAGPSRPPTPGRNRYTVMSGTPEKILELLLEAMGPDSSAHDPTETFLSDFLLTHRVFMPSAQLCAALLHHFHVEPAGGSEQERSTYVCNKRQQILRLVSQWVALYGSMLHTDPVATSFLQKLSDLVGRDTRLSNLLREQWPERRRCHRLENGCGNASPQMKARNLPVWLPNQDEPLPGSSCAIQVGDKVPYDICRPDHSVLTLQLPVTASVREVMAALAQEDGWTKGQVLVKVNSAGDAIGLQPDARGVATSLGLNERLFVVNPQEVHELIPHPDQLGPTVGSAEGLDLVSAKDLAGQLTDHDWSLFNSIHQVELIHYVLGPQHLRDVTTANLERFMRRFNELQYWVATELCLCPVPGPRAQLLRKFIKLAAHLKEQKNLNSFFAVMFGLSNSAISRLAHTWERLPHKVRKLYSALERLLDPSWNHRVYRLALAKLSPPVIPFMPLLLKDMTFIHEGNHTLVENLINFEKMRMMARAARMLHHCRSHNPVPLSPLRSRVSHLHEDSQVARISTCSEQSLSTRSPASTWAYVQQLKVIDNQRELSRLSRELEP
CCT modulator: changes cytosolic chaperonin activity. purified chaperonin ATPase assay, HTRF ADP detection, 30 min. activity change, % (no concentration beside the values), hits read low. 0.3% of 360,000 active. AID 651819; in the data active means activity change below about -30%; further: on the % scale 0 is the no-effect control and ±100 the full control effect
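Enzyme 40 or 20 nM (batch-dependent) in Tris pH 7.4/KCl/MgCl2/DTT; cpd 76 uM single point; ATP 10 uM; 30 min 37 °C; Transcreener ADP HTRF detection, 30 min RT; ratio 665/615.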
IL2 activator: activators of IL-2; AID 652025; IL-2 activation reporter assay, cell-based qHTS; stimulated with anti-CD3/CD4/CD28 beads; in transgenic mouse T cells; activation, % (series mostly up to about 46 µM); 0.065% of 360,000 active; in the data active means activation above about 50%; inconclusive means mostly about 30% to 49%; further: 0% is about no effect
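Unstimulated transgenic mouse T cells, 750 per well, received compound and, after 60 minutes, anti-CD3/anti-CD4 bead plus anti-CD28 stimulation. EGFP and DsRed were quantified after 18 hours.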
WRN inhibitor: WRN helicase (human) inhibition. Q14191. WRN helicase unwinding, fluorescent forked duplex, kinetic. Potency, µM (series often up to 114 µM), for inactives: top-dose activity change, negative = inhibition, hits mostly inhibitors. 0.46% of 360,000 active. AID 651768; further: potency means the concentration at half of the fitted maximal effect; on the % scale 0 is the no-effect control and ±100 the full control effect; nearly all actives have a fitted effect of over 55% in size
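Enzyme (20 nM final) and test compound sit together 15 min at room temperature before substrate addition. Substrate is a single-forked duplex oligonucleotide (100 nM) labelled with fluorophore and quencher, with 2 mM ATP; helicase unwinding raises red fluorescence, read kinetically.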
EPAC2 agonist: activates human EPAC2 exchange factor; EPAC2 activation, biochemical qHTS; response scale: 100% = 6.5 mM cAMP response; Potency, µM (series often up to 154 µM), for inactives: top-dose activation, actives largely listed as activators; 0.079% of 360,000 active; AID 720711; Q8WZA2; further: potency means the concentration at half of the fitted maximal effect; nearly all actives have a fitted effect of over 50% in size
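Exchange assay: 100 nM EPAC2 with 250 nM Rap1B-BODIPY-GDP and 50 uM GDP. Fluorescence (ex 480/em 540 nm) read every 5 min for 30 min at room temperature. Data normalized to 6.5 mM cAMP as agonist control.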
EPAC1 agonist: activates human EPAC1 exchange factor; O95398; EPAC1 agonist qHTS, biochemical assay; response scale: 100% = response to 6.5 mM cAMP; Potency, µM (series often up to 154 µM), for the others: at the highest dose activation, most hits filed as activators; 0.073% of 360,000 active; further: potency means the concentration at half of the fitted maximal effect; nearly all actives have a fitted effect of over 60% in size
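EPAC1 100 nM, Rap1B–BODIPY-GDP 250 nM, unlabeled GDP 50 uM; compound titration; 5 min RT; kinetic read ex480/em540 at 5-min intervals ×30 min; data normalized to 6.5 mM cAMP agonist control.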
PLK1 PBD inh: PLK1 (human) polo-box domain binding inhibition | P53350 | Plk1 PBD binding of FITC phosphopeptide, fluorescence polarization | Potency, µM, without a hit: max response, negative = inhibition, actives largely listed as inhibitors | 2.8% of 360,000 active; further: potency means the concentration at half of the fitted maximal effect; series mostly up to about 57 µM; on the % scale 0 is the no-effect control and ±100 the full control effect; nearly all actives have a fitted effect of over 65% in size
PI5P4Ka inh: blocks human PI5P4K alpha kinase activity. P48426. PI5P4Kalpha enzyme, ADP-Glo luminescence, 60 min; stronger effect = lower value. max response, %. 1.2% of 330,000 active. AID 652105; active means max response of -50% or lower; inconclusive means between -30% and -50%; inactive means -30% or higher; further: value at the top dose of about 77 µM; on the % scale 0 is the no-effect control and ±100 the full control effect
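Human PI5P4Kalpha with substrate in 0.038 M HEPES pH 7.4, 0.28 mM EGTA, 0.1% CHAPS, 5% DMSO; reaction started with 5 microM ATP (final), 60 min at room temperature. ADP formed read by ADP-Glo luminescence.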
Numbers without * were called inactive; ? = inconclusive; . = no result given; [ ] = another dose, or the depositor's remark. Unless noted, the call rests on the fitted dose curve; in most records, active means well fitted curve in the direction sought with a large enough effect; inconclusive means small, poorly fitted or top-dose-only effect, or another doubt; inactive means no such curve, though single readings can be large; an effect the other way counts as inactive or inconclusive. A portion of the library; count on the stated rates, not on these rows.

SMILES	EPAC1 antag	CCT modulator	IL2 activator	WRN inhibitor	EPAC2 agonist	EPAC1 agonist	PLK1 PBD inh	PI5P4Ka inh
CCOc1ccccc1NC(=O)CCCCCN1C(=O)[C@@H]2Cc3ccccc3CN2C1=O	1%	-0.9	-1.6	-4%	9%	11%	4%	-5
COc1ccc(NS(=O)(=O)c2cccc(NC(=O)C34CCC(CC3)C4)c2)cc1	-12%	3.4	-2.8	-2%	5%	2%	-5%	2
O=C(NNc1nc(-c2ccccc2)cs1)c1cccs1	-8%	-0.2	-0.5	-8%	9%	0%	-7%	-7
CCCCCN1CC(=O)N2C(C)c3[nH]c4ccccc4c3C[C@H]2C1=O (some centres not stated)	0%	-2.3	8.3	4%	-9%	-8%	4%	0
CC1=[N+](C)N(c2ccccc2)C(=O)C1N=Cc1ccc(Cl)cc1 (configuration not stated)	-3%	-1.1	-2.7	1%	-11%	-7%	-6%	1
C=CCOC(=O)C1=C(C)NC(=O)NC1c1ccc(O)cc1 (configuration not stated)	20%	1.1	-0.6	3%	-6%	-12%	-7%	-10
Cc1noc(C)c1C(=O)Nc1nc(C23CC4CC(CC(C4)C2)C3)cs1	-13%	-3.1	-2.5	-12%	8%	21%	-6%	.
COc1ccc(C(=O)Nc2cccc(/C=C(/CCC(=O)O)c3nc4ccccc4s3)c2)cc1	35µM*	1.7	0.9	?	6%	10%	?	?
O=C(NCc1ccc(OC(F)(F)F)cc1)c1cccc2c1C(=O)c1ccc(N3CCC(Cc4ccccc4)CC3)cc1S2(=O)=O	-3%	1.3	0.0	0%	-12%	17%	-18%	-4
Cc1ccc(OCC(=O)Nc2ccc(NC(=O)c3ccco3)cc2)c(C)c1	-11%	1.0	-1.8	-5%	-1%	-10%	-19%	-9
CC1(NC(=O)Cc2c(F)cccc2Cl)CCS(=O)(=O)C1 (configuration not stated)	14%	-0.2	0.7	3%	6%	18%	-6%	1
O=C(NC1CCCC1)c1ccc(Br)c(S(=O)(=O)N2CCCCC2)c1	-10%	-0.7	-2.8	-1%	-6%	13%	3%	0
Cc1ccccc1OCC(=O)Nc1ccc2c(c1)COC2=O	13%	1.4	-3.7	-2%	-1%	2%	-7%	-10
Cn1cc(Cl)c(C(=O)NC2CCCCCC2)n1	1%	-3.7	0.6	-11%[57.1 µM]	10%	6%	-2%	.
CC(C)n1c(/C=C/c2ccccc2)nc2ccccc21	0%	-1.8	-1.9	-3%	16%	6%	-4%	0
O=C(N1CCCCC1)C12CC3CC(C1)CC(C(=O)N1CCCCC1)(C3)C2	-1%	0.5	0.2	-11%	14%	3%	-3%	8
CCNC(=O)Nc1ccc(OC)cc1OC	-16%	1.5	0.4	-4%	9%	-4%	-7%	7
Cc1cccc(-n2c(Cc3cc(=O)[nH]c(=O)[nH]3)nnc2SC(C)C)c1	4%	-0.4	-1.3	8%	2%	-12%	5%	-1
Cc1ccc(S(=O)(=O)NCC(=O)OC(C)C(=O)NCc2ccc3c(c2)OCO3)cc1 (configuration not stated)	-15%	-0.1	-4.9	6%	12%	4%	-10%	5
Cc1cc(C)c(OCC(=O)Nc2ccccn2)c([N+](=O)[O-])c1	9%	0.0	-2.6	-7%	-2%	5%	-16%	-5
O=c1[nH]c(O)c(/C=C2\C=Nc3ccc(Br)cc32)[nH]1	16%	1.0	-0.4	-12%	9%	10%	-7%	?
COc1ccc(Cl)cc1C(=O)O/N=C(\N)c1ccc(Cl)cc1	-2%	0.8	-3.9	-7%	2%	-1%	-1%	8
CCCCCn1c(=O)[nH]c2cc(C(=O)N3CCN(C(=O)OCC)CC3)ccc2c1=O	17%	-2.1	1.1	2%	3%	0%	-12%	0
Cc1ccc2nc(-c3ccc(NS(=O)(=O)c4ccccc4)cc3)sc2c1	3%	-2.0	-1.3	-8%	11%	7%	-3%	10

A different layout for some results above:
> Cc1cccc(-n2c(Cc3cc(=O)[nH]c(=O)[nH]3)nnc2SC(C)C)c1
  EPAC1 antag: 4%; CCT modulator: -0.4; IL2 activator: -1.3; WRN inhibitor: 8%; EPAC2 agonist: 2%; EPAC1 agonist: -12%; PLK1 PBD inh: 5%; PI5P4Ka inh: -1

> Cc1ccc(S(=O)(=O)NCC(=O)OC(C)C(=O)NCc2ccc3c(c2)OCO3)cc1 (configuration not stated)
  EPAC1 antag: -15%; CCT modulator: -0.1; IL2 activator: -4.9; WRN inhibitor: 6%; EPAC2 agonist: 12%; EPAC1 agonist: 4%; PLK1 PBD inh: -10%; PI5P4Ka inh: 5

> Cc1cc(C)c(OCC(=O)Nc2ccccn2)c([N+](=O)[O-])c1
  EPAC1 antag: 9%; CCT modulator: 0.0; IL2 activator: -2.6; WRN inhibitor: -7%; EPAC2 agonist: -2%; EPAC1 agonist: 5%; PLK1 PBD inh: -16%; PI5P4Ka inh: -5

Remaining list, next part:
SMILES	EPAC1 antag	CCT modulator	IL2 activator	WRN inhibitor	EPAC2 agonist	EPAC1 agonist	PLK1 PBD inh	PI5P4Ka inh
CCOc1ccc(CCNS(=O)(=O)c2cn(C)cn2)cc1OCC	22%	0.0	-2.9	3%	-1%	-4%	-23%	-26
CC(NC(=O)c1ccc(C23CC4CC(CC(C4)C2)C3)cc1)C(=O)O (configuration not stated)	-37%	0.7	-1.0	4%	8%	0%	-23%	1
O=C(O)CC12CC3CC(C1)CC(n1ncc(NCC4CCCO4)c(Cl)c1=O)(C3)C2 (configuration not stated)	-2%	-1.4	-2.4	-1%	12%	3%	1%	-1
CCOC(=O)/C(C#N)=C1\C(=O)N(Cc2ccccc2)c2ccccc21	6%	0.9	-0.9	-21%	15%	13%	3.4µM*	-14
COc1ccc(CCNC(=O)Nc2nc(C(N)CCc3ccccc3)cs2)cc1OC (configuration not stated)	-1%	0.7	-0.7	-6%	4%	-7%	-1%	-13
S=c1[nH]nc2ccccn12	-16%	-2.8	0.9	6%	8%	-4%	?	-85*
COc1nccc(-c2ccc(F)cc2)c1C#N	5%	2.0	0.0	-2%	-12%	-3%	-19%	2
CCCCn1nnnc1SCC(=O)Nc1ccc2c(c1)OCO2	16%	1.3	3.2	3%	3%	-8%	-12%	-16
O=C(NC1CCSc2ccccc21)c1cc(S(=O)(=O)N2CCOCC2)ccc1F (configuration not stated)	-6%	-1.0	-1.6	-11%	-1%	4%	5%	-4
CON(C)c1nc(NCC(C)C)nc(OCC#N)n1	13%	1.1	-1.8	1%	-6%	-3%	-2%	2
CC(=O)Nc1ccc(C(=O)OCC(=O)NC2CCCCCC2)cc1	1%	3.0	-2.8	3%	-2%	-2%	-4%	-13
CC[C@@H](C)[C@H](NS(=O)(=O)c1ccc(C)cc1)C(=O)N1CCC(C(=O)NCC(=O)O)CC1	-9%	0.8	-0.3	-4%	0%	-2%	-9%	-6
CC(OC(=O)CCN=C1NS(=O)(=O)c2ccccc21)C(=O)Nc1ccc(N(C)C)cc1 (configuration not stated)	-24%	-1.0	-2.3	-1%	7%	-5%	-4%	-2
CC(=O)c1ccc(N2CCN(C(=S)Nc3cc(C)ccc3C)CC2)cc1	-3%	0.8	-0.9	-5%	-5%	3%	-7%	2
Cc1ccc(S(=O)(=O)N2CCOCC2)cc1C(=O)N1C(=O)c2cccc(N)c2C1=O	7%	-0.3	-2.1	-22%	?	18%	?	-17
CN(C)S(=O)(=O)c1ccc(C(=O)Nc2cccc(S(=O)(=O)NC3=NCCC3)c2)cc1	2%	-0.1	-1.0	-8%	15%	4%	-1%	-6
CC(C)Oc1ccc(S(=O)(=O)N2CCOCC2)cc1NC(=O)c1ccc(Cl)c(S(=O)(=O)N2CCOCC2)c1	-7%	0.5	-1.7	11%	-2%	-8%	0%	1
CN1C(=O)c2ccccc2N(C)C1c1cccs1 (configuration not stated)	-8%	-0.7	0.4	-15%[57.1 µM]	-5%	0%	-13%	5
COc1cccc(C(=O)Nc2ccccc2N2CCN(C(=O)c3ccccc3)CC2)c1	-20%	-1.7	0.1	2%	13%	8%	-9%	2
CNC(=O)c1[nH]cnc1C(=O)N[C@@H](C)C(=O)OCc1ccccc1	3%	-0.4	-0.5	3%	3%	-2%	-1%	-4
COc1ccccc1N(CC(=O)NCc1ccccc1)S(=O)(=O)c1cccs1	3%	2.1	-0.2	11%	-1%	4%	2%	6
COc1ccc([C@@H]2CC=C(C(=O)O)[C@H](c3cccc(Cl)c3)N2S(=O)(=O)c2ccc(Cl)cc2)cc1	-7%	-1.9	0.0	14%	-3%	-22%	-27%	2
C=CCN1C(=O)c2ccc(C(=O)Nc3ccccn3)cc2C1=O	-2%	-1.1	-1.8	6%	11%	-6%	-6%	-3
N#C/C(=C\Nc1ccccc1SC(F)(F)F)c1nc(-c2ccc(Cl)cc2)cs1	-7%	-2.2	0.2	-3%	-1%	9%	6%	4
C[C@H](NC(=O)C1CC(=O)N(c2ccc3c(c2)OCCO3)C1)C(=O)NC1CCCC1 (some centres not stated)	-22%	-1.3	0.7	-7%	1%	3%	5%	3
O=C(Nc1ccc(S(=O)(=O)N2CCOCC2)cc1)c1ccc(Cl)cc1	-17%	0.2	-5.0	-12%	10%	-12%	-5%	-4
COc1ccc(CCNC(=O)c2cc3cccc(OC)c3oc2=O)cc1OC	11%	1.5	1.2	0%	-1%	13%	-3%	-1
Cc1cc(C)n(CCOc2nonc2N)n1	8%	-2.7	2.4	-1%	-1%	-5%	-4%	.
COC(CNC(=O)C(=O)Nc1cc2c3c(c1)CCN3C(=O)CC2)OC	-8%	-1.8	-1.0	3%	12%	-6%	-7%	0
CCc1nc2nc(C)cc(Nc3cccc(C(F)(F)F)c3)n2n1	4%	-2.8	1.2	12%	-4%	-6%	-13%	-4
O=C(COc1ccccc1Cl)N1CCN(c2ccc(F)cc2)CC1	1%	-2.7	-1.9	-4%	-1%	1%	-8%	-3
C=CCNC(=O)COC(=O)c1nc2nccc(C)n2n1	2%	-0.3	-0.5	-3%	7%	12%	-5%	1
CCN(CC)C(=O)N1CCn2c(nc3ccccc32)C1	21%	-0.8	0.1	2%	5%	7%	-6%	1
Cc1ccc(OCC(=O)N2CCc3ccccc32)cc1	-23%	1.8	-1.7	-10%	4%	-2%	-9%	-3
CCCSc1nc(NCc2ccco2)c2c3c(sc2n1)COC(C)(C)C3	-7%	1.9	-2.9	-35%	0%	14%	-7%	.
Cc1nnsc1Sc1ccccc1	-16%	-1.9	-1.3	2%	7%	-5%	12µM*	0
Cc1cccc2cc(C#N)c(N3CCN(C)CC3)nc12	-2%	-2.6	-2.8	-6%	1%	-1%	-8%	0
COC(=O)[C@H](CC(C)C)NC(=O)N1CCCCC1C (some centres not stated)	-6%	-4.8	0.0	-3%	5%	-1%	-7%	3
CCOC(=O)c1cnc2ccc(C(=O)OC)cc2c1Nc1cccc(C(=O)O)c1	4%	-1.0	0.0	-2%	2%	4%	6%	-9
